# TMEM16A inh: inhibitors of mouse TMEM16A calcium-activated chloride channel; actives 1.2% (n = 310,000); HEK293 TMEM16A/YFP iodide influx fluorescence, ionomycin; normalized B-score (activity score, 25-100; higher = stronger inhibition) at 10 µM; Q8BHY3;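 active = ratio plate-corrected score three or more library SD toward inhibition, starting fluorescence score within five deviations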;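 also: score derived from kinetic fluorescence span divided by baseline fluorescence per well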
# hERG rescue: shields human hERG channel from block by proarrhythmic agents | AID 1511 | actives 0.51% (n = 310,000) | activation (rescue from dofetilide block), less the hit threshold, % at 10 µM | CHO-hERG, FluxOR thallium flux, dofetilide IC70 present | Q12809;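 active = activation above the mean of controls blocked by dofetilide plus 5 SD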;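 also: thallium influx through hERG after potassium depolarization seen as dye fluorescence rise; in these data hits start at about 4.7%; inactives centre near -7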
# KCNK9 block: human KCNK9 channel inhibition; Q9NPC2; HEK293 KCNK9, FluxOR thallium flux fluorescence; stronger effect = lower value; B-score at 10 µM; actives 1.2% (n = 310,000); AID 488922;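 active = ratio B-score over 3 SD below the library mean, with starting fluorescence within 5 SD of its mean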;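 also: negative B-score means less thallium flux so channel inhibition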
# Target sequence (Q9NPC2 whole entry, looked up): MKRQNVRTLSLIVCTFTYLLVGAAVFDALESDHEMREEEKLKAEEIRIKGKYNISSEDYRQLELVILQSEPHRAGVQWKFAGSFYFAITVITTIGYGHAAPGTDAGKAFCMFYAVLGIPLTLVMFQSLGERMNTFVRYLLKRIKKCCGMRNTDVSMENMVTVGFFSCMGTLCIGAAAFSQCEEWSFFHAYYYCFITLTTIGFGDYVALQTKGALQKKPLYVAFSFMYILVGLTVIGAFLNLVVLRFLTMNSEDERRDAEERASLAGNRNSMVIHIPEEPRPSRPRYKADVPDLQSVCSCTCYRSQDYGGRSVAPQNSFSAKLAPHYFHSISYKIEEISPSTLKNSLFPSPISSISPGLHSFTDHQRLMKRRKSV
# KCNK3 inh: human KCNK3 channel inhibition, primary screen; actives 0.84% (n = 340,000); AID 602410; B-score at 10 µM; CHO-KCNK3 thallium flux, FluxOR fluorescence; stronger effect = lower value;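 active = B-score under library mean minus 4 SD, starting fluorescence ratio at most library mean plus 5 SD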;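 also: more negative B-score means stronger inhibition of thallium flux through KCNK3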
# ANO1 activ: activates or potentiates the mouse TMEM16A chloride channel; AID 623877; B-score at 10 µM; actives 0.3% (n = 340,000); HEK293 TMEM16A/YFP-H148Q/I152L, iodide quench fluorescence; stronger effect = lower value;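 active = fluorescence-ratio B-score plate-corrected deviation score at least 3 library SD below zero, with starting fluorescence score within 5 deviations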;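 also: channel opened by trigger with iodide after compound preincubation; score built on the fluorescence ratio of max minus min over baseline; more negative score means more quench and so TMEM16A activation or potentiation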
# RGS4 pot: RGS4 potentiation or activation; HEK293 M3R/inducible RGS4, carbachol calcium flux Fluo4; stronger effect = lower value; B-score at 10 µM; actives 0.92% (n = 310,000);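 active = B-score of the integrated calcium signal more than 4 SD below the library mean, with starting fluorescence not abnormally high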;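 also: negative B-score means reduced calcium response which marks RGS4 activation or potentiation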
#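 test system = M3R-expressing HEK293 line, RGS4 induced by doxycycline | probe or stimulus = carbachol at ECmax as muscarinic agonist stimulus | timing = dye loading 30 min 37 °C, buffer rest 30 min RT | signal = calcium dye Fluo4 fluorescence | evaluation = B score from integrated fluorescence ratio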
# MrgX1 PAM: human MrgX1 positive allosteric modulation, primary screen | MrgX1-HEK293, Fluo-4 calcium flux, FDSS; stronger effect = higher value | B-score at 10 µM | actives 0.63% (n = 310,000);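 active = plate-corrected calcium response at least 3 library SD above typical, normal starting fluorescence, not activating the receptor alone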;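 also: compound read alongside a low EC10 to EC30 dose of BAM8-22 agonist; peak minus trough fluorescence over baseline measured at the second addition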
# MrgX1 ag: agonists of human MrgX1 receptor; Q96LB2; MrgX1-HEK293 cells, Fluo-4 calcium fluorescence, agonist mode; stronger effect = higher value; B-score at 10 µM; actives 0.44% (n = 310,000); AID 588627;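 active = calcium response B-score plate-corrected fluorescence ratio at least 3 library SD, with starting fluorescence B-score inside 5 SD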
#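 Material – MrgX1-expressing HEK293 cells · Input – 15,000 cells seeded per well · Dosing – compound as first of three additions · Times – overnight seeding, then 1 h dark dye loading · Measured by – kinetic Fluo-4 NW fluorescence of intracellular calcium · Read-out – B-scored fluorescence response ratio · Benchmarks – positive and negative control wells on each plate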
# RGS4 block: human RGS4 inhibition. P49798. HEK293 M3R/RGS4 inducible, Fluo-4 calcium flux; stronger effect = higher value; triggered by carbachol at its EC20. B-score at 10 µM. actives 0.45% (n = 310,000);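 active = B-score, a plate-corrected calcium signal, over three deviations above library mean, with baseline fluorescence within five deviations of library mean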;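 also: RGS4 expression induced by doxycycline in cells with stable M3 receptor; B-score is computed from the integrated fluorescence ratio over baseline after carbachol; higher B-score means a larger calcium signal and so more RGS4 inhibition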
# KCNQ1 act: potentiators or activators of human KCNQ1 potassium channel; actives 0.35% (n = 310,000); B-score at 10 µM; AID 2648; CHO-K1 KCNQ1, thallium flux FluxOR fluorescence; stronger effect = higher value;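 active = fluorescence ratio B-score, a plate-corrected score, at least three library SD, with initial intensity B-score within 5 SD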
# Target sequence (P51787 whole entry, looked up): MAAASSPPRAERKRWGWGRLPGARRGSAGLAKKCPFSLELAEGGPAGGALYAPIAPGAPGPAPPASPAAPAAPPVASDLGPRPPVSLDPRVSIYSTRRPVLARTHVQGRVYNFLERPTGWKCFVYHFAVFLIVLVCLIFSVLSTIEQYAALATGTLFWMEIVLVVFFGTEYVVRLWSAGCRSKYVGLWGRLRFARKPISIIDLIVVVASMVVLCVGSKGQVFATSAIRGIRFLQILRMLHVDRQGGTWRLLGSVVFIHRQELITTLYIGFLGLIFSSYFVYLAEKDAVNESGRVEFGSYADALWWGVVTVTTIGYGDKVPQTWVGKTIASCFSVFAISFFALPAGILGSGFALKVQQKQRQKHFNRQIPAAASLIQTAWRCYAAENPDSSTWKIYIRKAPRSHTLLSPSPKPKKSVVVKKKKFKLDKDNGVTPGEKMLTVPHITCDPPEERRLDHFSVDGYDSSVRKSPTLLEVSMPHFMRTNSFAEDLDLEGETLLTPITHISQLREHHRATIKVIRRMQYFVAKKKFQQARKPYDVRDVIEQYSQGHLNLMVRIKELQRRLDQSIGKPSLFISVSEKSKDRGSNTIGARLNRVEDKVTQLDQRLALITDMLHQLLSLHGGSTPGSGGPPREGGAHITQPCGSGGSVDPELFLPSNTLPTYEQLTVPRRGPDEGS
#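 Assay system: CHO-K1 cells stably expressing KCNQ1. Medium: assay buffer for compound exposure, DMSO matched across wells. Timing: 37 °C overnight plating, 90-min dark dye load, 20-min compound pretreatment. Signal: kinetic FluxOR fluorescence, 10 s baseline plus 110 s post-stimulus.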
# KCNQ1 block: inhibitors of human KCNQ1 potassium channel; B-score at 10 µM; AID 2642; actives 1.3% (n = 310,000); P51787; CHO-K1 KCNQ1, FluxOR thallium flux fluorescence; stronger effect = higher value;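 active = compounds whose thallium flux B-score, printed positive for inhibition, exceeds three library SD while starting fluorescence stays within three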;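 also: channel opened by potassium depolarization with thallium stimulus after 20 min compound exposure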
# Active calls of the source: *; i = inactive; . = no result given. An unsorted share of the library; 6.3% or so of the library scored in one or more.
SMILES,TMEM16A inh,hERG rescue,KCNK9 block,KCNK3 inh,ANO1 activ,RGS4 pot,MrgX1 PAM,MrgX1 ag,RGS4 block,KCNQ1 act,KCNQ1 block
Cc1ccc(C(=O)N[C@H](C(=O)Nc2cc(Cl)cc(Cl)c2)C(C)C)cc1,i,-3.9,i,i,i,i,i,i,i,i,i
CCc1ccc(Nc2nc(N3CCOCC3)nc(N3CCOCC3)n2)cc1,i,-6.2,i,i,i,i,i,i,i,i,i
CCOc1ccc(C(O)Cn2c(=N)n(CCN3CCCCC3)c3ccccc32)cc1 (centres undefined),i,-8.6,i,i,i,i,i,i,i,i,i
O=C(NCC1CCCN1S(=O)(=O)c1cccs1)c1ccc([N+](=O)[O-])cc1 (centres undefined),i,-22.6,i,i,i,i,i,i,i,i,i
Cc1cc(NC(=O)CSCc2ccccc2)no1,i,-8.8,i,i,i,i,i,i,i,i,i
CN(C)Cc1c(C(=O)N/N=C/c2cccs2)nnn1-c1nonc1N,i,-11.3,i,i,i,i,i,i,i,i,i
CC(C)CC1c2[nH]c3ccccc3c2CCN1CCCn1cccn1 (centres undefined),i,-10.3,i,i,i,i,i,i,i,i,i
Fc1ccc(Nc2nc(-c3cccnc3)cs2)cc1,i,-9.6,i,i,i,i,i,i,i,i,i
COCCN(CC(=O)NC1CCCCC1)C(=O)CSc1nc2ccccc2o1,i,-11.6,i,i,i,i,i,i,i,i,i
Cc1ccsc1/C=N/NC(=O)Cc1cc(=O)[nH][nH]1,i,-5.1,i,i,i,i,i,i,i,i,i
CCCNc1c(NS(=O)(=O)c2ccc(Cl)s2)c(=O)oc2ccccc12,i,-10.0,i,i,i,i,i,i,i,i,i
COc1ccc(/C=N/NC(=O)c2ccccc2O)cc1Cn1cc(Cl)cn1,i,-6.6,i,i,i,i,i,i,i,i,i
CCS(=O)CC(=O)Nc1c(-c2ccccc2)oc2ccccc2c1=O (centres undefined),i,-9.6,i,i,i,i,i,i,i,i,i
CCOC(=O)C(NC(=O)CC)(Nc1sc2c(c1C(=O)OC)CCN(C)C2)C(F)(F)F (centres undefined),i,-15.7,i,i,i,i,i,i,i,i,i
COc1ccc(C2C(C#N)=C(C)NC(C)=C2C#N)c(OC)c1,i,-12.9,i,i,i,i,i,i,i,i,i
O=C(COc1ccc(C(=O)NCc2cccnc2)cc1)Nc1cccc(C(F)(F)F)c1,i,-16.2,i,i,i,i,i,i,i,i,i
COc1ccc(CCNC(=O)CN(c2cccc([N+](=O)[O-])c2)S(C)(=O)=O)cc1OC,i,-3.4,i,i,i,i,i,i,i,i,i
COc1ccc(N2CCN(S(=O)(=O)c3c(C)nc4sccn4c3=O)CC2)cc1,i,-9.9,i,i,i,i,i,i,i,i,i
O=C(COc1ccc(/C=N/NS(=O)(=O)c2ccccc2)cc1)Nc1ccccc1,i,-6.3,i,i,i,i,i,i,i,i,i
O=C(Nc1ccc(F)cc1)c1ccc(C(=O)N2CCOCC2)cc1,i,.,.,i,i,.,i,i,.,.,.
COc1cc(C(=O)Nc2nc3ccc(S(C)(=O)=O)cc3s2)cc(OC)c1C,i,-21.4,i,i,i,i,i,i,i,i,i
N/C(=N\OC(=O)c1cc([N+](=O)[O-])ccc1Cl)c1ccccn1,i,-9.4,i,i,i,i,i,i,i,i,i
CCOC(=O)c1[nH]c2ccccc2c1NC(=O)CC,i,-13.0,i,i,i,i,i,i,i,i,i
CCOC(=O)N1CCN(Cc2nc(Cc3cccc(F)c3)no2)CC1,i,-11.5,i,i,i,i,i,i,i,i,i
Cc1ccccc1C(=O)Oc1ccccc1C(=O)N1CCOCC1,i,-3.2,i,i,i,i,i,i,i,i,i
Cc1ccc(C2=Nn3c(COc4ccc(Cl)cc4)nnc3SC2CC(=O)O)cc1 (centres undefined),i,-1.9,i,i,i,i,i,i,i,i,i
CC1CCN(C(=O)C2CCCN(S(=O)(=O)c3ccc4c(c3)CC(C)N4C(=O)C3CC3)C2)CC1 (centres undefined),i,-12.8,i,i,i,i,i,i,i,i,i
Cc1ccc(C)c(NS(=O)(=O)c2ccc(OCC(=O)NCC3CCCO3)cc2)c1 (centres undefined),i,-7.6,i,i,i,i,i,i,i,i,i
Cc1ccc(-c2ccc(C(=O)NCCCNC(=O)c3cnccn3)o2)cc1Cl,i,-7.4,i,i,i,i,18.3*,i,i,i,i
CC(Oc1ccc(Cl)cc1Cl)C(=O)Nc1ncccn1 (centres undefined),i,-6.4,i,i,i,i,i,i,i,i,i
Cc1ccccc1SCc1noc(C(=O)NC(C)C)c1C(=O)O,i,-6.0,i,i,i,i,i,i,i,i,i
COc1ccc(-c2cc(C(=O)N3CCc4ccccc4C3)no2)cc1,i,-10.7,i,i,i,i,i,i,i,i,i
CCOc1ccccc1NC(=O)COc1coc(CN2CCc3ccccc32)cc1=O,i,-4.3,i,i,i,i,i,i,i,i,i
COc1ccccc1C(=O)Nc1ccnn1C1CCN(C(=O)c2ccoc2)CC1,i,-3.0,i,i,i,i,i,i,i,i,i
CCc1noc(N)c1C(=O)Nc1ccc(F)c(Cl)c1,i,-2.4,i,i,i,i,i,i,i,i,i
Cc1cc(OCC(=O)Nc2ccncc2)ccc1Cl,25*,-12.9,i,i,i,i,i,i,i,i,i
COc1ccccc1N1CCN(C(=O)c2cc(-c3ccc(F)cc3)on2)CC1,i,-7.0,i,i,i,i,i,i,i,i,i
Cc1occc1C(=O)N1CCCC(N2CCN(c3cccc(Cl)c3)CC2)C1 (centres undefined),i,-7.0,i,i,i,i,i,i,i,i,i
Cc1ccc2nc(-c3ccncc3)cc(C(=O)N3CCOCC3)c2c1,i,-8.2,i,i,i,i,i,i,i,i,i
COc1ccc(-n2nnnc2Sc2ccc(S(=O)(=O)N3CCOCC3)cn2)cc1,i,-10.5,i,i,i,i,i,i,i,i,i
CC(=O)N/C(=C\c1cccs1)C(=O)O,i,-7.5,i,i,i,i,i,i,i,i,i
Cc1cc(-c2ccc(S(=O)(=O)N3CCN(c4cccc(C(F)(F)F)c4)CC3)s2)on1,i,-4.2,i,i,i,i,i,i,i,i,i
CN(C)c1nc2ccccc2c(N)c1-c1ccccc1,i,.,.,i,i,.,i,i,.,.,.
CN(C)c1ccc(/C=C2/NC(=O)NC2=O)cc1,i,-9.1,i,i,i,i,i,i,i,i,i
O=C(COc1cc2oc(=O)c3c(c2cc1Cl)CCC3)NCCCN1CCOCC1,i,-8.5,i,i,i,i,i,i,i,i,i
CCOC(=O)N1CCN(Cc2nc3cc([N+](=O)[O-])ccc3n2C)CC1,i,-9.7,i,i,i,i,i,i,i,i,i
COC(=O)c1ccc(CN2C(=O)NC(CC(C)C)C2=O)cc1 (centres undefined),i,-7.4,i,i,i,i,i,i,i,i,i
Cn1c(N=NC(=O)c2ccccc2)c(O)c2ccccc21,i,-5.0,i,i,i,i,i,i,i,i,i
COC(=O)c1[nH]c2ccccc2c1NC(=O)CN1CCCCCC1,i,-8.2,i,i,i,i,i,i,i,i,i
Oc1ccc2ccccc2c1C=Nc1ccccc1-c1nc2ccccc2[nH]1,i,-9.4,i,i,i,i,i,i,i,i,9*
Cc1ccc(C)c(C(=O)CSc2nnnn2-c2cccnc2)c1,i,-4.6,i,i,.,i,i,i,i,i,i
O=C(Nc1nnc(Cc2ccc([N+](=O)[O-])cc2)s1)Nc1ccccc1F,i,-0.6,i,i,i,i,i,i,i,i,i
CCOc1ccc(-c2cc(NC(=O)Cn3ncc4c3-c3ccccc3OC4)on2)cc1OCC,i,-9.3,i,i,i,i,i,i,i,i,i
CC(=O)Nc1ccc(NC(=O)CSc2nnc3ccc(-c4ccc(F)cc4)nn23)cc1,i,-8.4,i,i,i,i,i,i,i,i,i
Cc1cccc(NC(=S)NC(=O)c2ccco2)c1C,i,22.1*,i,i,i,i,i,i,i,33*,i
COc1ccc(CCNC(=O)c2cccc3c2C(=O)N(C2CCCCC2)C3)cc1OC,i,-3.4,i,i,i,-8.12*,i,i,i,i,i
Cc1ccc2nc(Cc3ccc(N)cc3)oc2c1,i,-5.2,i,i,i,i,i,i,i,i,i
O=C(Cc1cccs1)Nc1cccc(C(=O)Nc2ccc(C(=O)O)cc2)c1,i,-11.1,i,i,i,i,i,i,i,i,i
Cc1cc(SCC(=O)N2CCCC2)nc2ccccc12,i,-9.8,i,i,i,i,i,i,i,i,i
CCC(C)NC(=O)C1(NC(=O)Nc2ccccc2)CCCCC1 (centres undefined),i,1.2,i,i,i,i,i,i,i,i,i

# Remaining list, next part:
SMILES,TMEM16A inh,hERG rescue,KCNK9 block,KCNK3 inh,ANO1 activ,RGS4 pot,MrgX1 PAM,MrgX1 ag,RGS4 block,KCNQ1 act,KCNQ1 block
Cc1ccc(S(=O)(=O)N(C)CC(=O)N2CCCC2)cc1,i,-8.9,i,i,i,i,i,i,i,i,i
CCn1c(SCC(=O)Nc2cc(S(=O)(=O)N3CCOCC3)ccc2OC)nnc1-c1ccncc1,i,-25.6,i,i,i,i,i,i,i,i,i
CN1CCN(C(=O)CN(C2CCCCC2)S(=O)(=O)c2ccc(Br)cc2)CC1,i,-12.2,i,i,i,i,i,i,i,i,i
Cc1[nH]c2ccc(F)cc2c1CCN(Cc1ccco1)C(=S)NC(C)(C)C,i,1.0,i,-10.5*,i,i,i,i,i,i,7*
CN(C)c1ccc(C(=O)c2ccccc2C(=O)O)cc1[N+](=O)[O-],i,-8.2,i,i,i,i,i,i,i,i,i
CCOc1ccc(C(=O)NNC2CC(=O)N(Cc3ccc(Cl)cc3)C2=O)cc1OC (centres undefined),i,-12.9,i,i,i,i,i,i,i,i,i
O=C(Nc1cc([N+](=O)[O-])ccc1O)c1cccc([N+](=O)[O-])c1,i,-9.1,i,i,i,i,i,i,i,i,7*
Cc1c(NC(=O)c2ccc3nsnc3c2)cccc1[N+](=O)[O-],i,-4.4,i,i,i,i,i,i,i,i,i
COC(=O)c1ccc(C2NC(C(=O)O)CS2)cc1 (centres undefined),i,-7.9,i,i,i,i,i,i,i,i,i

# Bioassay records deposited in PubChem by Johns Hopkins Ion Channel Center.
